B2AR arrestin = qHTS assay of beta-arrestin-biased ligands of beta2-adrenergic receptor; hit rate 0.02% among 330,000; Beta-2 adrenergic receptor (Homo sapiens), P07550; Potency, µM (doses to about 46.1 µM), for the others: at the top dose activation, usual class: activators; beta-arrestin recruitment to beta2AR, cell-based reporter; AID 492947, 2010;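 note: potency is the fitted concentration of half-maximal effect; 0% = DMSO controls and full agonism = EC100 isoproterenol or metaproterenol; nearly all actives have a fitted effect of over 65% in size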
Integrin act MD = qHTS for Activators of Integrin-Mediated Alleviation for Muscular Dystrophy; alpha7betagal myoblasts, beta-gal FDG fluorescence, 48 h; Potency, µM (doses to about 38.3 µM), without a hit: at the highest dose activation, actives largely listed as activators; hit rate 0.064% among 350,000; AID 624291, 2012;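 note: potency is the fitted concentration of half-maximal effect; 100% = response of the positive control SU9516; nearly all actives have a fitted effect of over 60% in size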
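Alpha7betagal+/- myoblasts (passage 13) were plated 16-24 hr, then exposed to compounds (1:260 dilution of DMSO stock) for 48 hours at 37C. After MPER lysis, β-galactosidase reporter activity was read as FDG fluorescence (ex 480/em 540) after 30 minutes.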
ELG1 genotoxic = qHTS screen for small molecules that induce genotoxicity in human embryonic kidney (HEK293T) cells expressing luciferase-tagged ELG1. hit rate 1.3% among 330,000. Potency, µM (highest dose often 46 µM), inactives show top-dose activity change, positive = activation, usual class: activators. HEK293T ELG1-luciferase reporter, luminescence, 16 h; note: potency is the fitted concentration of half-maximal effect; % of control where 0% means no effect; nearly all actives have a fitted effect of over 60% in size
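Luminescence read-out: rising ELG1-luciferase signal, reflecting elevated ELG1 protein under genetic stress, flags genotoxic compounds. Cells were treated for 16 hr at 37 °C before ONE-Glo detection.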
p53 reactivation = qHTS assay for re-activators of p53 using a Luc reporter; H1299 p53-A138V BP100-luciferase reporter, luminescence, 24 h; Potency, µM (top dose mostly 92.2 µM), for inactives: top-dose activity change, positive = activation, actives largely listed as activators; hit rate 0.063% among 320,000; AID 504706, 2011; note: potency is the fitted concentration of half-maximal effect; % of control where 0% means no effect; nearly all actives have a fitted effect of over 45% in size
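H1299 (p53-null), stable ts p53-A138V + BP100-Luc; 1000 cells/well, Opti-MEM/10% FBS; cpd 4 pt, 1:5; 24 h, 37 deg C, 5% CO2; detection reagent 10 min RT; luminescence.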
TRPV1 agonist = HTS Assay for Compounds that Act as Agonists of the Vanilloid Receptor 1; activation, % at 8.33 µM; AID 540275, 2011; hit rate 0.19% among 320,000; TRPV1-expressing cells, Fluo-8 calcium influx, agonist mode; Transient receptor potential cation channel subfamily V member 1 (Homo sapiens), Q8NER1; in the data active = activation above about 80%; inconclusive = between about 30% and that limit; note: 0% is about no effect
Target sequence (Q8NER1 whole entry, looked up): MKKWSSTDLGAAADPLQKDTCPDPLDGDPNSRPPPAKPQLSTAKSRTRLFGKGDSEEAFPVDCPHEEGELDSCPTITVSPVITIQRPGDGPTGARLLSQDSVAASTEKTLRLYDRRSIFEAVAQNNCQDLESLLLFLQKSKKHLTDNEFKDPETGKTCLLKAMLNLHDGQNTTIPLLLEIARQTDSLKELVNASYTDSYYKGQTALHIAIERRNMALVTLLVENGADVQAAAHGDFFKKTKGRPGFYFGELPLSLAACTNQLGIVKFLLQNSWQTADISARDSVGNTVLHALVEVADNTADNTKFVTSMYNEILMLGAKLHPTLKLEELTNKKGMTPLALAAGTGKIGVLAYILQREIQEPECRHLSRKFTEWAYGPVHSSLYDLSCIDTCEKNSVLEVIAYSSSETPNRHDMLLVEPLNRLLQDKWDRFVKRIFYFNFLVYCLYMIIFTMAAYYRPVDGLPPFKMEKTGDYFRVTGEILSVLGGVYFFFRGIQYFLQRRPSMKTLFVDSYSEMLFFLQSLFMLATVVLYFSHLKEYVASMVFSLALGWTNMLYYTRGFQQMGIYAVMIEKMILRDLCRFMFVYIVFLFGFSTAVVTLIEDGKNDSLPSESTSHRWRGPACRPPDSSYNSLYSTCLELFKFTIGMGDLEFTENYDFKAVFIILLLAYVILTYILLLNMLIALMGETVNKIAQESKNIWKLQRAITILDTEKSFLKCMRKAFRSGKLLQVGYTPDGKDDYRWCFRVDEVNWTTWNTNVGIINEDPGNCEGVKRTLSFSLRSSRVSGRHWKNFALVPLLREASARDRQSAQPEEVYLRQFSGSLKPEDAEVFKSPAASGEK
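Fluo-8 calcium influx in TRPV1-expressing cells, kinetic read (ex 480/em 520 nm). Compound added and read 3 min for agonist activity, followed by capsaicin at EC20 final and 2 min further read for enhancement.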
USP2a block = qHTS Assay for Inhibitors of Ubiquitin-specific Protease USP2a Using CHOP2 as the Reporter; Ubiquitin carboxyl-terminal hydrolase 2 (Homo sapiens), O75604; USP2 core, Ub-CHOP2 coupled fluorogenic reporter, 485/531; Potency, µM (highest dose often 38.3 µM), without a hit: at the highest dose activity change, negative = inhibition, most hits filed as inhibitors; hit rate 0.01% among 330,000;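 note: potency is the fitted concentration of half-maximal effect; plate controls were DMSO wells for no effect and full inhibition by NEM control for full effect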
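Deubiquitinase activity read as fluorescence (485/531 nm) after Ub-CHOP2 cleavage activates the enterokinase reporter on its substrate; USP2 core 10nM, Ub-CHOP2 and substrate 25nM each, 30min compound preincubation then 60min RT; data normalized to NEM, curves fitted.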
Eya2 phos inh = qHTS Assay for Inhibitors of the Phosphatase Activity of Eya2. Protein phosphatase EYA2 (Homo sapiens), O00167. recombinant Eya2, OMFP fluorescence dephosphorylation (OMFP is methylfluorescein phosphate). Potency, µM (doses to about 76.9 µM), inactives show at the highest dose activity, negative = inhibition, most hits filed as inhibitors. hit rate 0.006% among 330,000. AID 488837, 2010; note: potency is the fitted concentration of half-maximal effect; % is set by controls: 0 for no effect and ±100 for the full control effect
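Eya2 (0.2 uM) preincubated 10 min at ambient with compound, then OMFP substrate added at 50 uM; 10 min reaction in 50 mM HEPES pH 7.5, 50 mM NaCl, 5 uM MgCl2, 0.05% BSA, 1 mM DTT. Fluorescence read at Ex 485/Em 525 nm.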
S-ASM inh = Inhibitors of Secretory Acid Sphingomyelinase (S-ASM): qHTS; Sphingomyelin phosphodiesterase (Homo sapiens), P17405; placental ASM, HMU-PC fluorogenic substrate, 60 min; Potency, µM (highest dose often 57.5 µM), inactives show at the top dose activity change, negative = inhibition, actives largely listed as inhibitors; hit rate 0.006% among 340,000; AID 504937, 2011; note: potency is the fitted concentration of half-maximal effect
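Fluorogenic HMU-PC substrate (9 uM final) is turned over by placental ASM in 60 min at 37 C after a 10 min compound preincubation. Reaction ended by alkaline stop (pH 10), with fluorescence read at 386/447 nm.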
BRCA1 expr act = qHTS Assay to Identify Small Molecule Activators of BRCA1 Expression; MCF7-BRCA1-FFLuc reporter, luminescence, 48 h; response scale: scaled: vehicle 0%, 10 µM genistein 100%; Potency, µM (top dose mostly 46.1 µM), without a hit: at the highest dose activation, actives largely listed as activators; hit rate 1.1% among 380,000; AID 624202, 2012; note: potency is the fitted concentration of half-maximal effect; nearly all actives have a fitted effect of over 80% in size; some results filed as inactive show a strong effect at the top dose
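MCF7 cells carrying a BRCA1-firefly luciferase reporter (2000 cells/well, phenol-red free MEM) were attached for 2 h at 37 °C, then given compounds for 48 h. Luminescence was read 15 min after luciferase reagent; activity normalized to genistein (10 microM) and DMSO.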
PTAP TSG101 blk = qHTS Assay for Iinhibitors of HIV-1 Budding by Blocking the Interaction of PTAP/TSG101 | AID 493005, 2010 | Fluorescence polarization, FITC-PTAP peptide / Tsg101 binding | 340,000 tested, under 10 active | Potency, µM (highest dose often 115 µM), without a hit: top-dose activity change, negative = inhibition, actives largely listed as inhibitors; active = well fitted inhibition curve with a large enough effect in the main read-out, with a control signal flat, not every such curve was filed as active; inconclusive = small, poorly fitted or top-dose-only effect, or effect the other way, or a change in a side signal; inactive = no such curve, though single readings can be large or run the other way; note: potency is the fitted concentration of half-maximal effect; % of control where 0% means no effect
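Compounds were pin-transferred onto Tsg101 binding domain (10 uM final) in HEPES pH 7.5 buffer, then FITC-PTAP peptide was added at 50 nM final. After 20 min at RT, polarization reported peptide displacement across a qHTS concentration series.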
uPA surface inh = qHTS for Inhibitors of Cell Surface uPA Generation; cell surface uPA generation assay, qHTS; Potency, µM (doses to about 38.3 µM), for the others: at the highest dose activity change, negative = inhibition, hits mostly inhibitors; hit rate 0.31% among 330,000; active = well fitted inhibition curve with a large enough effect; inconclusive = small, poorly fitted or top-dose-only effect; inactive = no such curve, though single readings can be large or run the other way; tested in mouse RAW 264.7 cells; note: potency is the fitted concentration of half-maximal effect; % is set by controls: 0 for no effect and ±100 for the full control effect; nearly all actives have a fitted effect of over 55% in size
The depositor's hits bear a star; i = inactive; ? = inconclusive; · = no result given; [ ] = another dose, or the depositor's remark. Unless noted, calls come from the whole dose curve; as a rule, active = well fitted curve in the direction sought with a large enough effect; inconclusive = small, poorly fitted or top-dose-only effect, or another doubt; inactive = no such curve, though single readings can be large; an effect the other way counts as inactive or inconclusive.

Every second line gives: B2AR arrestin, Integrin act MD, ELG1 genotoxic, p53 reactivation, TRPV1 agonist, USP2a block, Eya2 phos inh, S-ASM inh, BRCA1 expr act, PTAP TSG101 blk, uPA surface inh
1) C=CCNC(=O)C1CCN(c2ccc(S(=O)(=O)N3CCOCC3)cc2Cl)CC1
→ -0.3%, -35%, -5%, -1%, ?, -2%, 0%, -2%, -9%, 0%, -3%
2) CCOc1cc(-c2noc(N)c2C#N)cc(OCC)c1OCC
→ -1.1%, -56%[inhibitor], -1%, 0%, ?, -1%, -14%, -1%, -34%, 4%, -2%
3) CN(C)S(=O)(=O)N1CCC(Oc2ccc(C(=O)NCC(C)(C)CO)cc2)CC1
→ -0.3%, ?, 0%, 0%, -2, 0%, 0%, -1%, -25%, -1%, ·
4) CCCCCn1c(=O)c(Cc2ccccc2)c(O)c2ccccc21
→ -0.5%, 0%, -3%, 0%, 1, 5%, 3%, -11%, -23%, -3%, ·
5) COc1cc2sc3cc(NCc4ccc5c(c4)OCO5)ccc3c(=O)c2cc1OC
→ 0.0%, 14%, 3%, 5%, ·, 1%, 10%, i, 18%, ·, 2%
6) O=C(COc1ccc(C(=S)N2CCOCC2)cc1Cl)Nc1ccccc1Cl
→ -0.1%, 6%, 4%, 8%, 4, -1%, ?, -1%, 14%, 1%, -1%
7) CC(NC(=O)c1cc(S(=O)(=O)N(C)C)ccc1N1CCCC1)C1CC2CCC1C2 (centres undefined)
→ -1.6%, -9%, -1%, -5%, 13, 2%, 4%, 4%, -31%, 0%, -11%
8) c1ccc2c(c1)oc1c(NCC3CCCO3)ncnc12 (centres undefined)
→ -1.2%, 39%, 2%, 30%, -1, 0%, -1%, 3%, -42%, -4%, 1%
9) C[C@H](CO)N1C[C@H](C)[C@@H](CN(C)S(C)(=O)=O)Oc2ccc(NC(=O)Cn3cnnn3)cc2C1=O
→ -0.3%, 35%, -3%, -7%, ·, 4%, 9%, 3%, 18%, -3%, 12%
10) COc1ccc(/C=C(\C#N)C(=O)N=CN(C)C)cc1
→ 0.4%, -32%, 1%, 0%, 3, 5%, 7%, 5%, -24%, -7%, -2%
11) S=c1nc(NCc2cccc(Cl)c2)c2ccccc2[nH]1
→ 0.4%, 0%, -2%, 2%, 16, -2%, -11%, 0%, 10%, -1%, 6%
12) CC(OC(=O)c1cccc(S(=O)(=O)N2CCCCC2)c1)C(=O)NC1CCCCC1C (centres undefined)
→ -0.4%, 5%, -3%, -11%, 12, 5%, 10%, 2%, 0%, -5%, -2%
13) Cc1cnn(C(=O)c2ccccc2Br)c1
→ 0.2%, 9%[7.66 µM], 1%, 1%, -1, 1%, 0%, -7%, 3%, 0%, ·
14) COc1ccc2c(c1)c1ncnc(N3CCN(Cc4ccc5c(c4)OCO5)CC3)c1n2C
→ -0.2%, ·, -17%, -19%, 9, -2%, 1%, ·, ·, ·, ·
15) O=C(CCCCl)N1CCc2[nH]c3ccccc3c2C1
→ 0.1%, -18%, 1%, 0%, -2, 0%, 1%, 2%, -7%, -1%, 3%
16) COc1ccccc1-c1cnn2c(N3CCOCC3)cc(C)nc12
→ -0.2%, -23%, ?, 18%, 4, 0%, -7%, 2%, ?, 1%, -5%
17) O=C1CC2c3ccccc3C1C1C(=O)N(Cc3ccccc3)C(=O)C21 (centres undefined)
→ -0.6%, 5%, -7%, -5%, 0, 2%, -5%, 5%, 5%, -3%, -5%
18) Cc1nc2c(C(=O)NCc3ccccc3Cl)c[nH]n2c(=O)c1Cl
→ 0.1%, 7%, -1%, 1%, 1, 1%, 3%, 12%, -1%, -9%, -7%
19) CC1CC(C)(C)CC2(C1)NC(=O)N(CC(=O)N1CCN(S(=O)(=O)c3cccs3)CC1)C2=O (centres undefined)
→ -1.0%, 0%, -1%, 0%, 2, -2%, 1%, 4%, 0%, 0%, 11%
20) COc1cc(CNc2nc3ccccc3n2C)cc(OC)c1OC
→ -0.3%, 9%, 2%, -15%, -1, 5%, -2%, 9%, 15%, -5%, -4%
21) COC(C[C@H](O)C[C@H](O)[C@H](C)OCc1ccccc1)OC
→ -0.6%, ?, 2%, 3%, ?, -10%, 4%, -1%, -6%, -1%, 9%
22) Cc1ccnc(SCCn2c(N3CC(C)CC(C)C3)nc3c2c(=O)n(C)c(=O)n3C)n1 (centres undefined)
→ 0.0%, 3%, 1%, 4%, 2, 0%, 11%, 0%, -1%, -5%, -8%
23) O=C(Cc1c[nH]c2ccccc12)NCc1ccc2c(c1)OCO2
→ -0.3%, 9%, -12%, 1%, 12, 0%, -4%, -1%, ?, -4%, 14%
24) Cc1ccc(C(=O)N2CCC(n3nccc3NC(=O)c3ccccc3C)CC2)cn1
→ -1.0%, 0%, 3%, 4%, -9, 0%, 1%, 0%, -17%, 0%, 0%
25) COc1cccc(C(=O)NCCOc2cc(C)cc(C)c2)c1
→ 9.0%, -3%, 2%, -8%, 26, 0%, -10%, 0%, 2%, 0%, 2%
26) Cc1ccc(SCC2=NNC(=O)C2)cc1
→ 0.0%, 6%, 2%, -5%, -2, -2%, 3%, 1%, 3%, -10%, 3%
27) Cc1sc(NC(=O)C2C3CCC(O3)C2C(=O)O)c(C(=O)OC(C)C)c1-c1ccc(Cl)cc1 (centres undefined)
→ 0.0%, 28%, -2%, -1%, 14, -5%, 10%, -26%, 0%, -23%, -1%
28) Cc1ccccc1Nc1nnc(SCC(=O)NC(=O)Nc2ccc3c(c2)OCCO3)s1
→ 4.7%, ·, ?, ?, -2, 1%, 6%, ·, ·, ·, ·
29) Cn1ncc(Cl)c1C(=O)N1CCN(C(=O)c2ccco2)CC1
→ 0.0%, ?, 2%, 0%, -3, 1%, 7%, 2%, -2%, -5%, -19%
30) O=C(CN1C(=O)NC2(CCCC2)C1=O)OCc1ccccc1F
→ -0.4%, 15%, 1%, 6%, 0, 4%, 9%, 6%, -4%, 0%, -3%
31) CC(C)(C)n1nnnc1C(c1ccc(F)cc1)N1CCN(Cc2ccc3c(c2)OCO3)CC1 (centres undefined)
→ -0.8%, -16%, -6%, -19%, 2, 2%, 15%, -1%, -25%, -6%, -1%
32) CC(=O)Oc1ccc(C(=O)Nc2ccccc2NC(=O)c2ccc(OC(C)=O)cc2)cc1
→ 0.0%, -2%, -3%, -3%, -2, 6%, -26%, -1%, -1%, -4%, -2%
33) O=C(N/N=C/c1cccnc1)c1ccc(NC(=O)c2ccc(F)cc2)cc1
→ -0.6%, ?, 1%, -7%, ?, 0%, 5%, 3%, 11%, -2%, 8%
34) NC(=O)COC(=O)c1ccc(-c2ccc(O)cc2)cc1
→ -1.1%, -25%, 6%, 2%, 2, -1%, 0%, 3%, 24%, 6%, 2%
35) Cc1ccc(NC2CCCN(C(=O)c3ccccc3N3CCOCC3)C2)cc1C (centres undefined)
→ -0.4%, ?, -1%, -1%, ?, -2%, 6%, 1%, 3%, -7%, 0%
36) O=C(Nc1ccc(S(=O)(=O)N2CCCCC2c2cccnc2)cc1)c1ccccc1F (centres undefined)
→ -0.7%, -13%, -17%, -1%, 11, 3%, 10%, 0%, -29%, -5%, 5%
37) O=C(CSc1nc(-c2cccs2)cc(C(F)(F)F)n1)NCCCN1CCOCC1
→ -0.1%, -8%, -1%, 0%, -3, 4%, -1%, 3%, 66%, -9%, 0%
38) CN(C)CCCN(C(=O)c1sc2ccccc2c1Cl)c1nc2ccc(F)cc2s1
→ -0.2%, -21%, ?, ?, -2, 2%, -5%, 1%, -35%, 1%, 0%
39) CS/C(=N\S(=O)(=O)c1ccc(N)cc1)NS(=O)(=O)c1cccs1
→ -1.1%, 0%, -2%, -11%, 1, 0%, 12%, -3%, 13%, -2%, 4%
40) O=C(O)CSc1nc(SCc2ccccc2Cl)nc2c1CCCC2
→ -0.3%, -14%, 1%, 4%, 3, 6%, 24%, 5%, 28%, -7%, 0%

Source: PubChem BioAssay
